Compound activity from PubChem.
POLH inh = DNA polymerase eta (human) inhibition; Q9Y253; recombinant Pol eta, fluorescent DNA replication assay; Potency, µM (doses to about 114 µM), inactives show at the highest dose activity change, negative = inhibition, usual class: inhibitors; hit rate 1.2% among 390,000; AID 588591; further: potency means the concentration at half of the fitted maximal effect; on the % scale 0 is the no-effect control and ±100 the full control effect
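Fluorescent replication assay: 50 nM final substrate added after a 15 min room-temperature compound preincubation with 10 nM enzyme. Signal taken at 0 min and again at 10 min.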
ALOX12 inh = blocks human arachidonate 12S-lipoxygenase | P18054 | Potency, µM (titrated, usually from 108 µM), without a hit: top-dose activity change, negative = inhibition, most hits filed as inhibitors | AID 1671190 | purified 12hLO, xylenol orange hydroperoxide absorbance | hit rate 1.1% among 580,000; further: potency means the concentration at half of the fitted maximal effect; on the % scale 0 is the no-effect control and ±100 the full control effect
Target sequence (P18054 whole entry, looked up): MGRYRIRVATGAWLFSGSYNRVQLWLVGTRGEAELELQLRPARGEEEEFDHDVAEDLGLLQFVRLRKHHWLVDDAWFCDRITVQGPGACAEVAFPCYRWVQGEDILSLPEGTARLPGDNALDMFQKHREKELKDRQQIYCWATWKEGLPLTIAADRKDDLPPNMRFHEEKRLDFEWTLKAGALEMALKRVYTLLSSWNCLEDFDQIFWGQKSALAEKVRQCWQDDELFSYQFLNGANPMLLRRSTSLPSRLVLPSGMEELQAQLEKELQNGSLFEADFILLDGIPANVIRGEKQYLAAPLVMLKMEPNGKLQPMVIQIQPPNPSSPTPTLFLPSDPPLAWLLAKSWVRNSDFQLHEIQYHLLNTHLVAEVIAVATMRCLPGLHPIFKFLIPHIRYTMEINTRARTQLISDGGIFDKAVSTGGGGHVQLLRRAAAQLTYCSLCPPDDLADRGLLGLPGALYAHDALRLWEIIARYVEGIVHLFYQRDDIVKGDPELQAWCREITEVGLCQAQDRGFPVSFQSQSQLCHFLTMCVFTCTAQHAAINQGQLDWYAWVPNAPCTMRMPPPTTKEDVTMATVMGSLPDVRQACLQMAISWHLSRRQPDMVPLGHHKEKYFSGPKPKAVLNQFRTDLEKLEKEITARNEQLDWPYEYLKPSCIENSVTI
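Hydroperoxide product was detected by ferrous iron/xylenol orange as the 573 to 405 nm absorbance ratio. Arachidonic acid at 40 uM (final) was turned over for 30 min at room temperature by 150 nM human 12hLO, pH 7.0 Hepes buffer, after 15 min compound preincubation.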
Anesthetic bind = binds horse apoferritin like a general anesthetic; Potency, µM (top dose mostly 77.5 µM), inactives show top-dose activity change, negative = displacement, most hits filed as inhibitors; apoferritin/1-aminoanthracene competitive binding, fluorescence; P02791; hit rate 0.074% among 350,000; further: potency means the concentration at half of the fitted maximal effect; on the % scale 0 is the no-effect control and ±100 the full control effect; nearly all actives have a fitted effect of over 20% in size
Target sequence (P02791 2-175 limits assumed): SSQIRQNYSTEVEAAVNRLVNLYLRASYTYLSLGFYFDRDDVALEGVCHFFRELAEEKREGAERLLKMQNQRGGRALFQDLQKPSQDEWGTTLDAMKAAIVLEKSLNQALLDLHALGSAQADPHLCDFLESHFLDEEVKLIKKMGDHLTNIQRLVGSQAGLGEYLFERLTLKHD
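Read-out: endpoint 1-AMA fluorescence, excitation 380 nm and emission 535 nm, after compounds sit 10 min at room temperature with 10 uM horse-spleen apoferritin in 50% saturated 1-AMA/PBS. Values come from four-parameter Hill fits.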
POLK inh = blocks human DNA polymerase kappa activity; Q9UBT6; purified Pol kappa, fluorescent DNA synthesis assay, 10 min; Potency, µM (titrated, usually from 107 µM), without a hit: at the top dose activity, negative = inhibition, usual class: inhibitors; hit rate 0.53% among 400,000; AID 588579; further: potency means the concentration at half of the fitted maximal effect; on the % scale 0 is the no-effect control and ±100 the full control effect
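50 nM final substrate added after 15 min RT preincubation of 10 nM Pol kappa with compound; fluorescence read at 0 and 10 min.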
APE1 inh = APE1 (human) endonuclease inhibition; P27695; recombinant APE1, TAMRA/BHQ-2 abasic DNA cleavage fluorescence; Potency, µM (titrated, usually from 65.8 µM), without a hit: top-dose activity change, negative = inhibition, usual class: inhibitors; hit rate 0.35% among 350,000; AID 2517;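 further: potency means the concentration at half of the fitted maximal effect; plate controls were vehicle for no effect and reference inhibitor for full effect; nearly all actives have a fitted effect of over 55% in size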
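Readout is kinetic fluorescence (ex 525, em 598 nm) from cleavage of 50 nM TAMRA/BHQ-2 THF abasic duplex by 0.75 nM APE1, compound added 15 min beforehand at RT.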
RGS4 inh = inhibitors of human regulator of G protein signaling 4. Potency, µM (doses to about 114 µM), without a hit: at the highest dose activity change, negative = inhibition, actives largely listed as inhibitors. AID 504845. P49798. hit rate 0.039% among 390,000. Transcreener GDP fluorescence polarization, RGS4-accelerated GTP hydrolysis; further: potency means the concentration at half of the fitted maximal effect; on the % scale 0 is the no-effect control and ±100 the full control effect; nearly all actives have a fitted effect of over 75% in size; some results filed as inactive show a strong effect at the top dose
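MLSMR compounds (23 nl, pin-transferred) preincubated 10 min at room temperature with a 500nM (2x) first reagent, then RGS4 at 900nM (2x) plus Transcreener GDP mix added; fluorescence polarization (620/688 nm) read before and after 90 min at 30 °C.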
LDHA block = LDHA (human) enzyme inhibition. purified LDHA, NADH/diaphorase-resazurin fluorescence; stronger effect = lower value. activity change, % (values are at about 110 or 230 µM). P00338. AID 1347041. hit rate 0.15% among 480,000; in the data active means activity change below about -30%; inconclusive means mostly about -25% to -30%;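 further: plate controls were DMSO wells for no effect and wells without enzyme for full effect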
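Resorufin fluorescence (ex540/em590), read at 0 and 20 min after diaphorase/resazurin addition, reports the NADH left after a 5 min room-temperature reaction of 2 nM human LDH5 with 0.06 mM NADH and 0.2 mM pyruvate.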
ERG Ets-DNA blk = inhibitors of human ERG Ets domain-DNA interaction | P11308 | fluorescence polarization, His-ERG Ets domain / labelled DNA | Potency, µM (doses to about 76.9 µM), for inactives: at the highest dose FP activity, negative = inhibition, hits mostly inhibitors | hit rate 0.028% among 370,000; active means well fitted inhibition curve with a large enough effect in the polarisation, with a control signal flat; inconclusive means small, poorly fitted or top-dose-only effect, or effect the other way, or a change in a side signal; inactive means no such curve, though single readings can be large or run the other way; the % refers to the polarisation;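 further: polarization taken with two DNA probes labelled with fluorescein and Texas red; potency means the concentration at half of the fitted maximal effect; % of control where 0% means no effect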
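His-tagged ERG Ets domain (1 uM in the protein solution; 300mM KCl, 50mM Tris-HCl, 1mM EDTA, 1mM DTT, pH 7.5) received compound, then a probe mix of 5 nM fluorescein-DNA and 100nM Texas-615-DNA. Fluorescence polarization was read for both dyes.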
Pol beta inh = blocks human DNA polymerase beta activity. Pol beta primer extension/strand displacement, fluorescence kinetic. P06746. AID 485314. hit rate 1.3% among 340,000. Potency, µM (series often up to 114 µM), for inactives: top-dose activity change, negative = inhibition, usual class: inhibitors; further: potency means the concentration at half of the fitted maximal effect; on the % scale 0 is the no-effect control and ±100 the full control effect
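Curves were derived by four-parameter Hill fits of normalized qHTS data. The kinetic fluorescent primer-extension read was taken at 0 and 10 min after 50 nM substrate, following a 15 min room-temperature preincubation of 10 nM enzyme with compounds.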
An asterisk follows results filed as active; ? = inconclusive; nt = not tested or not shown; & = joins results of further samples; [ ] = another dose, or the depositor's remark. Unless noted, the call rests on the fitted dose curve; in most records, active means well fitted curve in the direction sought with a large enough effect; inconclusive means small, poorly fitted or top-dose-only effect, or another doubt; inactive means no such curve, though single readings can be large; an effect the other way counts as inactive or inconclusive.

SMILES	Anesthetic bind	POLH inh	ERG Ets-DNA blk	LDHA block	APE1 inh	RGS4 inh	Pol beta inh	POLK inh	ALOX12 inh
COCCn1c(=O)[nH]c2cc(C(=O)N3CCN(c4ccccc4F)CC3)ccc2c1=O	-1%	?	-4%	-6	13%	3%	19%	-10%	nt
COc1cc(C(=O)NCc2nnc(SCC(=O)N3CCCCC3)o2)cc(OC)c1OC	-10%	-13%	1%	1	14%	11%	-3%	-14%	114%[activator][57.4 µM]
Cc1nn(CC2CC2)c(=O)n1-c1ccccc1F	-12%	-5%	11%	-1	-1%	9%	-9%	-1%	-4%
Cc1ccccc1Cn1ccc(-c2ccc(Cl)cc2)c(C#N)c1=O	5%	8%	-5%	-10	14%	-5%	-18%	-24%	9%
Cc1ccc(Cn2c(CNC(=O)CCc3ccccc3)nc3cccnc32)cc1	?	-22%	1%	3	nt	-17%	4%	-3%[60.1 µM]	-6%
O=C(NCc1cccnc1)c1cccnc1Sc1ccc(Cl)cc1	-6%	-14%	-3%	3	1%	10%	13%	2%	13%
CCOC(=O)C1=C(N2CCCCC2)c2cc3c(n2C1=O)CCCC3	?	-24%	-2%	-5	0%	21%[11.4 µM]	14%	-13%	-5%
CC(C)(C)C1CCc2c(sc(NC(=O)c3ccncc3)c2C(N)=O)C1 (centres undefined)	-16%	-18%	-12%	-1	13%	-21%	16%	-14%	-14%
CCOC(=O)c1nn(-c2ccc(Cl)cc2)c(=O)c(C#N)c1C	3%	7%	-1%	-10	8%	0%	-23%	-6%	0%
Cc1ccc(Oc2ccc(C=O)cn2)cc1	-14%	0%	5%	-3	-4%	27%	-1%	-1%	-4%
CCC1(CC)CNC(=O)NC1	nt	-15%	10%	-7	nt	-12%	nt	-5%	-12%
CCOC(=O)c1sc(-c2ccc(C(F)(F)F)cc2)nc1O	226%[activator]	-7%	9%	-8	-2%	-1%	6%	4%	-28%
COCCCNC(=O)CCc1ccc(S(=O)(=O)Nc2ccc(C)cc2)cc1	-12%	-7%	-1%	-5	3%	28%	6%	-7%	30%[activator]
O=C(Nc1c2c(nn1-c1ccc([N+](=O)[O-])cc1)CS(=O)(=O)C2)c1ccco1	-13%	-15%	-12%	-2	32%[activator]	8%	2%	-7%	-6%
CC(=O)NC1(C(F)(F)F)C(=O)Nc2c1c(=O)[nH]c(=O)n2CCc1ccccc1 (centres undefined)	-1%	-3%	-9%	0	0%	9%	0%	-19%	-19%
O=C(CN1C(=O)/C(=C/c2ccccc2)SC1=S)N1CCN(CCc2ccccn2)CC1	-19%	-4%	3%	1	-2%	28%[11.4 µM]	33%	-9%	-5%
Nc1cc(C(F)(F)F)ccc1OCC1CCCO1 (centres undefined)	-6%	4%	-13%	1	1%	10%	36%	6%	45%[activator]
C(=N\N1CCN(C2c3ccccc3-c3ccccc32)CC1)/c1cccnc1	-7%	-10%	-21%	-4	5%	0%	11%	-4%	?
O=C(/C=C/c1ccc(O)c(O)c1)O[C@@H]1C[C@](O)(C(=O)O)C[C@@H](O)[C@H]1O	nt	-5%&3%	-6%&-10%	7&3	3%&19%	27%&5%	nt	-4%&-10%	0%&4%
CC(C)(C)c1ccc(NC(=O)COC(=O)CCc2nc3ccccc3c(=O)[nH]2)cc1	?	-12%	-1%	-2	4%	-9%	-18%	-5%	-16%

Three entries already listed, sorted by molecular weight, rising.
SMILES	Anesthetic bind	POLH inh	ERG Ets-DNA blk	LDHA block	APE1 inh	RGS4 inh	Pol beta inh	POLK inh	ALOX12 inh
Cc1ccccc1Cn1ccc(-c2ccc(Cl)cc2)c(C#N)c1=O	5%	8%	-5%	-10	14%	-5%	-18%	-24%	9%
Cc1ccc(Cn2c(CNC(=O)CCc3ccccc3)nc3cccnc32)cc1	?	-22%	1%	3	nt	-17%	4%	-3%[60.1 µM]	-6%
O=C(Nc1c2c(nn1-c1ccc([N+](=O)[O-])cc1)CS(=O)(=O)C2)c1ccco1	-13%	-15%	-12%	-2	32%[activator]	8%	2%	-7%	-6%

Structural class: the entries above with an aryl thioether with sulfur outside any ring.
SMILES	Anesthetic bind	POLH inh	ERG Ets-DNA blk	LDHA block	APE1 inh	RGS4 inh	Pol beta inh	POLK inh	ALOX12 inh
COc1cc(C(=O)NCc2nnc(SCC(=O)N3CCCCC3)o2)cc(OC)c1OC	-10%	-13%	1%	1	14%	11%	-3%	-14%	114%[activator][57.4 µM]
O=C(NCc1cccnc1)c1cccnc1Sc1ccc(Cl)cc1	-6%	-14%	-3%	3	1%	10%	13%	2%	13%

Molecules above containing an NH in an aromatic ring, in the order listed:
SMILES	Anesthetic bind	POLH inh	ERG Ets-DNA blk	LDHA block	APE1 inh	RGS4 inh	Pol beta inh	POLK inh	ALOX12 inh
COCCn1c(=O)[nH]c2cc(C(=O)N3CCN(c4ccccc4F)CC3)ccc2c1=O	-1%	?	-4%	-6	13%	3%	19%	-10%	nt
CC(=O)NC1(C(F)(F)F)C(=O)Nc2c1c(=O)[nH]c(=O)n2CCc1ccccc1 (centres undefined)	-1%	-3%	-9%	0	0%	9%	0%	-19%	-19%
CC(C)(C)c1ccc(NC(=O)COC(=O)CCc2nc3ccccc3c(=O)[nH]2)cc1	?	-12%	-1%	-2	4%	-9%	-18%	-5%	-16%

Next part:
SMILES	Anesthetic bind	POLH inh	ERG Ets-DNA blk	LDHA block	APE1 inh	RGS4 inh	Pol beta inh	POLK inh	ALOX12 inh
COc1ccc(Br)cc1C1C2C=CCC(C)C2C(=O)N1Cc1ccccc1 (centres undefined)	73%[activator]	nt	nt	nt	-5%	-28%	nt	-7%	nt
COC(=O)c1nnn(-c2nonc2N)c1COc1ccc(C=O)cc1OC	-19%	-10%	-4%	1	1%	17%	2%	9%	-1%
O=C(C=Cc1cccs1)c1ccc(Cl)s1	nt	-20%	4%	-4	nt	-7%	nt	-22%	?
CC(NC(=O)Nc1ccccc1C(F)(F)F)C1CCCO1 (centres undefined)	1%	-17%	0%	-3	0%	17%	?	-21%	10%

An excerpt; rates above refer to the full screens.
